PAFAH1B3 inh = blocks human PAF acetylhydrolase 1B catalytic subunit 3; Q15102; recombinant PAFAH1B3, FP-rhodamine probe, fluorescence polarization; inhibition, % at 3.39 µM; actives 0.28% (n = 340,000);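 active = inhibition above the screen-wide average of all tested compounds plus 3 SD, cut at about 25% in these data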;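 also: 0% = enzyme with DMSO only and 100% = wells lacking PAFAH1B3 protein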
Target sequence (Q15102 whole entry, looked up): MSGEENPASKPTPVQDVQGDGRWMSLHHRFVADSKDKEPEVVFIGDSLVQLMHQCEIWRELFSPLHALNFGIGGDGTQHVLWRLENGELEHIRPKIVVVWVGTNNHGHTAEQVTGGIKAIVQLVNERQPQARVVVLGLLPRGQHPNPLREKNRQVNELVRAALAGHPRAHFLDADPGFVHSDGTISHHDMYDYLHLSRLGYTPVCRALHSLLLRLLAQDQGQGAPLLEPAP
LYPLA1 counter = counter-screen for PME1 inhibitors: inhibitors of human LYPLA1; O75608; recombinant LYPLA1, FP-Rh probe fluorescence polarization; inhibition, % at 5.9 µM; actives 0.16% (n = 320,000); AID 2174;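 active = inhibition above the mean of all tested compounds plus 3 SD, set per campaign, cut at about 14% in these data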;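 also: inhibitors block serine hydrolase probe labeling of LYPLA1 so polarization falls; 0% = enzyme with DMSO and 100% = wells lacking LYPLA1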
Target sequence (O75608 whole entry, looked up): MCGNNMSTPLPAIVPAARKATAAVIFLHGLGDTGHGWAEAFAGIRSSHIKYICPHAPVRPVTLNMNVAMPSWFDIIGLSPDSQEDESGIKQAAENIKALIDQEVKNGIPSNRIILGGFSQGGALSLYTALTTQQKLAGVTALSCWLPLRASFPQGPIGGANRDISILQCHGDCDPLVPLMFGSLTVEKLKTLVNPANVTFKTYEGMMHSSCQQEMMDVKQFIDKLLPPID
pPAFAH inh = pPAFAH (human) enzyme inhibition | actives 1.5% (n = 330,000) | Q13093 | recombinant pPAFAH, FP-rhodamine probe fluorescence polarization | inhibition, % at 3.39 µM;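 active = inhibition above the mean inhibition across the screen plus 3 SD, cut at about 25% in these data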;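 also: inhibitors block binding of the rhodamine activity-based probe so polarization drops; 0% = enzyme with DMSO and 100% = wells lacking pPAFAH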
PAFAH2 inh = inhibitors of human PAFAH2 | inhibition, % at 3.39 µM | actives 0.99% (n = 340,000) | recombinant PAFAH2, FP-rhodamine activity probe, fluorescence polarization | AID 492956;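 active = inhibition above the mean over all tested compounds plus 3 SD, cut at about 30% in these data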;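 also: inhibitors block probe labeling of enzyme so polarization drops; 0% = enzyme with DMSO and 100% = wells lacking PAFAH2 protein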
GSTO1 counter = blocks human GSTO1 in RBBP9 counter-screen | AID 1974 | P78417 | recombinant GSTO1, activity-based probe fluorescence polarization | actives 1.1% (n = 300,000) | inhibition, % at 5.96 µM;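 active = inhibition above the campaign mean inhibition plus 3 SD, cut at about 35% in these data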;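 also: 0% = GSTO1-1 with DMSO and 100% = wells lacking GSTO1-1 enzyme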
Target sequence (P78417 whole entry, looked up): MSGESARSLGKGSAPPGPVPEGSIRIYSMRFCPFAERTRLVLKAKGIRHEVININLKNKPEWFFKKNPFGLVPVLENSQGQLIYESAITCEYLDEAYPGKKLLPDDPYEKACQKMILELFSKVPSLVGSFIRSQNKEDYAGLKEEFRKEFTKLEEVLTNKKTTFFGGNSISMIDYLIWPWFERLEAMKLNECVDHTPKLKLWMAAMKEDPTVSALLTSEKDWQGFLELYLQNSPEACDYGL
LYPLA2 inh = blocks human lysophospholipase 2, a PME1 counter-screen; recombinant LYPLA2, FP-Rh probe fluorescence polarization; inhibition, % at 5.9 µM; actives 0.38% (n = 320,000);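 active = inhibition above the screen-wide mean plus 3 SD, limit set per campaign, cut at about 26% in these data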;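 also: 0% = LYPLA2 with DMSO and 100% = wells lacking LYPLA2 enzyme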
PAFAH1B2 FP inh = inhibitors of human PAFAH1B2; P68402; recombinant PAFAH1B2, FP-rhodamine activity probe, fluorescence polarization; inhibition, % at 3.39 µM; actives 1.2% (n = 340,000); AID 492953;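 active = inhibition above the mean of all tested compounds plus 3 SD, cut at about 24% in these data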;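 also: 0% = enzyme with DMSO and 100% = wells lacking PAFAH1B2; many of its hits are not listed in these tables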
Target sequence (P68402 whole entry, looked up): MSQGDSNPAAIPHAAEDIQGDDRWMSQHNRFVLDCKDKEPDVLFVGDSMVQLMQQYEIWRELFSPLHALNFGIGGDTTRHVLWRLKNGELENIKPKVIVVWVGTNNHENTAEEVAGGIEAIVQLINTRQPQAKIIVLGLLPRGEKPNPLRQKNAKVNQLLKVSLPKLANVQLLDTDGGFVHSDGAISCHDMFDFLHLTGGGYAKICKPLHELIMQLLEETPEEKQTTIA
PREPL inhibitor = human PREPL enzyme inhibition; Q4J6C6; recombinant PREPL, fluorescence polarization activity-based probe; inhibition, % at 5.96 µM; actives 0.68% (n = 320,000); AID 2751; in the data active = inhibition above about 43%;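 also: 0% = enzyme with DMSO and 100% = wells lacking enzyme; many of its hits are not listed in these tables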
PAD4 FP inh = inhibitors of human PAD4; inhibition, % at 6.36 µM; Q9UM07; recombinant PAD4, RCA probe fluorescence polarization; actives 0.41% (n = 330,000);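 active = percent inhibition above a cutoff equal to the mean of all tested compounds plus 3 SD, cut at about 15% in these data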;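 also: 0% = PAD4 with RCA probe and DMSO and 100% = probe without PAD4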
The depositor's hits bear a star; x = not tested or not shown. Only part of the results is shown. The share of hits here may be higher or lower than overall.

SMILES | PAFAH1B3 inh | LYPLA1 counter | pPAFAH inh | PAFAH2 inh | GSTO1 counter | LYPLA2 inh | PAFAH1B2 FP inh | PREPL inhibitor | PAD4 FP inh
COc1cccc(/C=N/NC(=O)CNC(=O)c2ccc(S(=O)(=O)N3CCOCC3)cc2)c1OC | 3 | 3 | 3 | 0 | 2 | 0 | 0 | -3 | -1
CCc1ccc(/C=C2/SC(=S)N(CCC(=O)NCCCN3CCOCC3)C2=O)cc1 | -4 | -5 | 6 | -4 | -10 | 2 | -5 | 31 | -7
COc1ccc([N+](=O)[O-])cc1NS(=O)(=O)c1cccc(C(=O)OC2CCOC2=O)c1 (configuration not stated) | 9 | x | 1 | 0 | x | x | -1 | 1 | 5
Cc1n[nH]c(C)c1S(=O)(=O)N1CCc2ccccc21 | -3 | -3 | 3 | -1 | 5 | 10 | 4 | -1 | -6
CCc1nnc2sc(-c3ccc(NC(=O)c4ccc5c(c4)OCCO5)cc3)nn12 | 7 | -5 | 0 | -1 | -8 | -2 | -5 | -6 | 2
NNC(=O)c1ccc2[nH]c3c(c2c1)CCCC3 | 6 | -10 | 4 | 4 | 4 | -9 | 4 | 9 | -5
Cc1nc2ccccc2c2oc(C(=O)N3CCN(c4ccc([N+](=O)[O-])cc4)CC3)cc12 | 6 | -3 | -2 | 0 | 2 | 2 | -4 | -15 | -4
Cn1cccc1C(=O)NC(=O)COC(=O)C12CC3CC(CC(O)(C3)C1)C2 | -1 | -2 | 5 | 0 | 4 | 6 | 7 | 3 | -5
C[C@H](NC(=O)c1ccccc1Cl)C(=O)OCC(=O)N1CCN(c2ccccc2)CC1 | 3 | -3 | 2 | -2 | x | 2 | 1 | 13 | -3
CN(C)S(=O)(=O)c1ccc2c(c1)nc(CCC(=O)Nc1ccc(N3CCOCC3)cc1)n2C | -6 | -2 | -1 | -4 | -1 | 1 | 3 | -6 | 1
Cc1ccc(CN2[C@@H]3c4ccccc4C[C@@H]3OCCS2(=O)=O)cc1 | 15 | 0 | 6 | -2 | 6 | 2 | 12 | -16 | -5
Cc1nn(C)c(NC(=O)c2ccc([N+](=O)[O-])cc2)c1Cl | 6 | 1 | 0 | 5 | 11 | -1 | 1 | -8 | 0
CCc1nc2c(c(=O)[nH]1)C(CC)(CC)Cc1ccccc1-2 | 11 | 1 | -1 | 1 | 3 | 3 | -5 | -2 | 4
COc1ccc(NC2CCCN(C(=O)CSc3ccccc3)C2)cc1OC (configuration not stated) | 1 | -6 | 1 | -3 | 10 | -2 | 5 | 7 | -8
COc1cc(O)c(C(CCN2CCN(c3ccccc3)CC2)c2ccc3c(c2)OCO3)c(OC)c1 (configuration not stated) | 10 | -2 | -2 | 0 | 2 | -4 | -1 | -8 | 2
CCCCN(C)CCNC(=O)CCNC(=O)Cn1ccc2ccccc2c1=O | 2 | -1 | -1 | -7 | 0 | -1 | -1 | 0 | -1
NC(=O)NC(=O)C(OC(=O)CCNS(=O)(=O)c1ccccc1)c1ccccc1 (configuration not stated) | -2 | 6 | 12 | 1 | -1 | 10 | 3 | 2 | -4
COc1cccc(CC(=O)OCC(=O)N2CCN(c3ccc(F)cc3)CC2)c1 | 2 | 1 | 1 | -1 | -2 | -3 | 5 | -16 | 0
O=C(CN1C(=O)COc2ccccc21)NCCN1CCc2ccccc2C1 | -6 | 1 | 4 | 4 | 6 | 2 | 5 | -1 | -6
NS(=O)(=O)c1ccc2nc(NC(=O)Nc3ccccc3F)sc2c1 | -9 | -11 | 1 | -21 | -24 | -21 | -7 | -10 | -8
Cc1c(NC(=O)C(C)OC(=O)COc2cccc3c2OC(C)(C)C3)c(=O)n(-c2ccccc2)n1C (configuration not stated) | 0 | 0 | -3 | 3 | -1 | -1 | 4 | 3 | 1
Cc1ccc(NC(=O)C(C)S)cc1 (configuration not stated) | 4 | -3 | 3 | -1 | 0 | 2 | 0 | -4 | 1
CC(C)C(NC(=O)c1cccc(S(=O)(=O)N2CCOCC2)c1)C(=O)NCCc1ccccn1 (configuration not stated) | 4 | 3 | 4 | 1 | 0 | 1 | -2 | -1 | -2
CC(=O)Nc1cc[n+](CC(=O)c2cccc([N+](=O)[O-])c2)cc1 | 5 | 0 | 6 | -2 | -3 | 4 | -2 | 9 | 1
COc1ccc(C2NCCC3(O)CCCCC23)c(OC)c1OC (configuration not stated) | 11 | 2 | -2 | 5 | 4 | 7 | 2 | -4 | 1
CCCCNc1ncnc2c1cnn2-c1ccc(Cl)cc1 | 0 | -4 | -5 | -8 | 3 | 0 | 0 | 4 | 2
COc1cccc(-c2c3c([nH]c(=O)c2C#N)CCc2cc(OC)ccc2-3)c1 | x | -1 | -1 | x | 1 | -2 | x | -7 | 4
COc1ccc(/C=N/NS(=O)(=O)c2ccc(C)cc2)cc1 | -4 | 0 | 2 | 13 | 2 | 5 | 5 | -6 | 0
C/C(CC(=O)Nc1cc(Cl)ccc1Cl)=N\NC(=O)c1ccccc1Br | -1 | -5 | -8 | 5 | 8 | -15 | 5 | -13 | 2
CCOC(=O)c1cccc(NC(=S)N2CCN(c3ncc4c(=O)c(C(=O)O)cn(CC)c4n3)CC2)c1 | 1 | 2 | -2 | 2 | 6 | 5 | 1 | 18 | -2

Exported as labelled records: part of the list above
Molecule: Cc1c(NC(=O)C(C)OC(=O)COc2cccc3c2OC(C)(C)C3)c(=O)n(-c2ccccc2)n1C (configuration not stated)
- PAFAH1B3 inh: 0
- LYPLA1 counter: 0
- pPAFAH inh: -3
- PAFAH2 inh: 3
- GSTO1 counter: -1
- LYPLA2 inh: -1
- PAFAH1B2 FP inh: 4
- PREPL inhibitor: 3
- PAD4 FP inh: 1
Molecule: CCCCNc1ncnc2c1cnn2-c1ccc(Cl)cc1
- PAFAH1B3 inh: 0
- LYPLA1 counter: -4
- pPAFAH inh: -5
- PAFAH2 inh: -8
- GSTO1 counter: 3
- LYPLA2 inh: 0
- PAFAH1B2 FP inh: 0
- PREPL inhibitor: 4
- PAD4 FP inh: 2

Further entries.
SMILES | PAFAH1B3 inh | LYPLA1 counter | pPAFAH inh | PAFAH2 inh | GSTO1 counter | LYPLA2 inh | PAFAH1B2 FP inh | PREPL inhibitor | PAD4 FP inh
O=C(CCCCCn1c(=S)[nH]c2ccc(N3CCOCC3)cc2c1=O)NCc1ccccc1Cl | -4 | -2 | 5 | 2 | 9 | -2 | -1 | 17 | 0
CC(O)[C@H]1CNC(=O)C(=O)N1CCC12CC3CC(CC(C3)C1)C2 (some centres not stated) | 10 | 1 | 0 | 13 | 1 | 1 | 25* | -14 | 1
Cc1nnc(N2CCCC(C(=O)Nc3cc(F)ccc3F)C2)c2nn(-c3ccccc3)c(C)c12 (configuration not stated) | 9 | -1 | 4 | 1 | -4 | 2 | 2 | 7 | 0
Nc1c(C(=O)NCc2ccc3c(c2)OCO3)nnn1CC(=O)Nc1ccc(Br)cc1 | -3 | -3 | -5 | -3 | -9 | -10 | -3 | 1 | -6
COc1cc(C2Nc3ccc4ccccc4c3C3=C2C(=O)CC(C)(C)C3)ccc1OCC(=O)O (configuration not stated) | 14 | 3 | 0 | -1 | 2 | 2 | 2 | 2 | -5
O=C(CSc1nccc(-c2cccs2)n1)Nc1cccc(Cl)c1 | x | -15 | 2 | x | -10 | -8 | x | -48 | 1
Cc1c(Cl)cccc1-n1nnnc1-c1cccs1 | 14 | 4 | 7 | 7 | 8 | -4 | 3 | -28 | -2
CN(CC(=O)Nc1cccc(F)c1)C(=O)c1ccc(N2CCCCC2)c([N+](=O)[O-])c1 | 3 | 1 | 2 | -2 | 4 | -1 | 3 | -5 | 4
O=C(Nc1ccccc1)OCCN1CCN(Cc2ccccc2)CCC1=O | 6 | 4 | 0 | -2 | 0 | -5 | 7 | 0 | -3
CCc1c(O)nc(N2CCN(Cc3ccccc3)CC2)[nH]c1=O | 7 | -4 | 0 | 4 | -3 | 0 | 8 | 8 | 7
COc1ccccc1NS(=O)(=O)c1cccc(C(=O)N/N=C/c2ccc(NC(C)=O)cc2)c1 | 4 | -11 | -6 | -3 | -11 | -11 | 2 | 14 | 0
COc1ccc(NC(=O)CSc2nncs2)cc1OC | -2 | 0 | 3 | 1 | 4 | 5 | 3 | 8 | 0
COc1ccccc1-c1nnc(SCC(=O)NNC(=O)c2ccccc2F)n1C | 5 | 24* | -3 | -6 | x | 7 | 1 | 19 | 2
CCc1nc(NC(=O)c2sc(C)nc2C)sc1C(=O)OC | -1 | 6 | 9 | -1 | -4 | 8 | 4 | 9 | 0
CCOC(=O)c1c(C)[nH]c(C(=O)C(C)OC(=O)c2ccc(NC(=O)CC#N)cc2)c1C (configuration not stated) | -2 | -25 | 12 | -6 | x | -38 | -4 | -138 | 4
CCc1nn(CCCC(=O)NCc2cc(Br)ccc2OC)c(=O)c2cc3occc3n12 | 3 | -3 | 7 | -3 | -9 | -3 | -4 | -11 | -1
CCn1c(CNC(=O)c2ccccc2OC)nnc1SCC(=O)c1ccc(F)cc1 | 5 | 4 | 3 | 3 | 10 | 2 | 1 | -5 | 3
O=C(Nc1nnc(-c2ccc(Cl)cc2)o1)c1ccccc1Br | 4 | 3 | 3 | 2 | -1 | 1 | 0 | 23 | 0
O=Cc1ccc(O)c(O)c1 | 9 | -1 | 1 | 1 | 4 | -2 | -3 | 24 | 3
O=C(NNC(=O)c1ccc(Oc2ccc(C3SCCS3)cc2)o1)c1ccc(Cl)cc1 | -6 | -8 | 8 | -12 | -12 | -20 | 4 | -4 | 4
CCOc1ccc(N(CC(=O)Nc2ccc(OC)cc2)S(=O)(=O)c2c(C)[nH]c(=O)[nH]c2=O)cc1 | 3 | 1 | 0 | 9 | 14 | 2 | -3 | 3 | -6
COc1ccc(-n2c(CNc3ccc(C)cc3)nnc2SCc2ccccc2)cc1 | 2 | -2 | 5 | 4 | 6 | 4 | 3 | 9 | 1
Cc1ccc(-n2c(SCC(=O)NCCC3=CCCCC3)nc3n[nH]c(C)c3c2=N)cc1Cl | 0 | 0 | 4 | -4 | 4 | -8 | -2 | 19 | -5

One compound at a time (already shown). Order of screens: PAFAH1B3 inh | LYPLA1 counter | pPAFAH inh | PAFAH2 inh | GSTO1 counter | LYPLA2 inh | PAFAH1B2 FP inh | PREPL inhibitor | PAD4 FP inh
CN(CC(=O)Nc1cccc(F)c1)C(=O)c1ccc(N2CCCCC2)c([N+](=O)[O-])c1 as listed: 3 | 1 | 2 | -2 | 4 | -1 | 3 | -5 | 4
COc1ccc(C2NCCC3(O)CCCCC23)c(OC)c1OC (configuration not stated) as listed: 11 | 2 | -2 | 5 | 4 | 7 | 2 | -4 | 1
CCOC(=O)c1cccc(NC(=S)N2CCN(c3ncc4c(=O)c(C(=O)O)cn(CC)c4n3)CC2)c1 as listed: 1 | 2 | -2 | 2 | 6 | 5 | 1 | 18 | -2
O=C(Nc1ccccc1)OCCN1CCN(Cc2ccccc2)CCC1=O as listed: 6 | 4 | 0 | -2 | 0 | -5 | 7 | 0 | -3
Nc1c(C(=O)NCc2ccc3c(c2)OCO3)nnn1CC(=O)Nc1ccc(Br)cc1 as listed: -3 | -3 | -5 | -3 | -9 | -10 | -3 | 1 | -6

Quoted from the listing.
PAFAH1B2 FP inh with COc1ccc(NC2CCCN(C(=O)CSc3ccccc3)C2)cc1OC (configuration not stated) = 5
GSTO1 counter with CCc1nc(NC(=O)c2sc(C)nc2C)sc1C(=O)OC = -4
PREPL inhibitor with CCc1nnc2sc(-c3ccc(NC(=O)c4ccc5c(c4)OCCO5)cc3)nn12 = -6
PAFAH1B2 FP inh with CCc1nc2c(c(=O)[nH]1)C(CC)(CC)Cc1ccccc1-2 = -5
